GalR3 antagonist – GalR3 antagonists in HEK293 cells, primary screen, cell-based, fluorescence readout; inhibition, % at 3 µM; Galanin receptor type 3 (Homo sapiens), O60755; 0.44% of 360,000 active; HEK293 GalR3-CNG cAMP membrane potential fluorescence; galR3 body fused to GalR1 C-terminus;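 active = inhibition above the screen-wide average plus 3 SD, cut at about 13% in these data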;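 note: forskolin and galanin both at EC90 stimulate the cells; cAMP rise reported by CNG channel membrane potential dye signal; 0% = forskolin plus galanin with DMSO and 100% = forskolin alone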
Target sequence (O60755 1-299 limits assumed): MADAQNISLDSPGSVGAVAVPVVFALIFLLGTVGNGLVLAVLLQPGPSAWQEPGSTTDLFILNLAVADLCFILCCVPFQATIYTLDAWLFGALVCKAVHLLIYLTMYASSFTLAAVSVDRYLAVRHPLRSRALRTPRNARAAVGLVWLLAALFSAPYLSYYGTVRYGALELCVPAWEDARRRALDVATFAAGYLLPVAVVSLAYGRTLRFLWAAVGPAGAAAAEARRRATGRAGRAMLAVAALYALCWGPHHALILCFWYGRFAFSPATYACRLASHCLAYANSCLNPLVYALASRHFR
GPR7 antag – GPR7 receptor antagonists, primary screen, cell-based, fluorescence, single concentration | inhibition, % at 4.4 µM | 1.1% of 290,000 active | GPR7-expressing cells, fluorescence antagonist assay | Neuropeptides B/W receptor type 1 (Homo sapiens), P48145; in the data active = inhibition above about 16%, passing the limit was not always enough;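 note: cells stimulated with the agonist NPW; 0% = agonist with vehicle and 100% = vehicle without agonist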
Target sequence (P48145 whole entry, looked up): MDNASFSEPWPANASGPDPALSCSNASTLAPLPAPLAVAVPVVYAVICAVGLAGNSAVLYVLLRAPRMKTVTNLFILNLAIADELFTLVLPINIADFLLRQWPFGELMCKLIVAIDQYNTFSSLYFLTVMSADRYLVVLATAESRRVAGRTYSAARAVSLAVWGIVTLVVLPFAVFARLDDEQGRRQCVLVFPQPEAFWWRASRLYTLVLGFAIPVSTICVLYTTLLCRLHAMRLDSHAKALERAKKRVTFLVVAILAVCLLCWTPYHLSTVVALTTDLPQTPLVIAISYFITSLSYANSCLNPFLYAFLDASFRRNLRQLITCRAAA
MEKK3 PB1 HTS – modulators of MEKK3-MEK5 PB1 binding, primary screen, biochemical, wildtype MEKK3, multiplex bead flow cytometry, Alexa488-MEK5; Mitogen-activated protein kinase kinase kinase 3 (Homo sapiens), Q99759; bead-based flow cytometry, Alexa488-MEK5 binding to MEKK3; actives lie on both sides; 0 = blocked by unlabeled MEK5, 100 = vehicle; binding response (% of control), % at 10 µM; 1.4% of 290,000 active;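 active = binding response more than 3 SD above or below the average of its plate-row segment, actives on both sides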;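 note: Alexa488 bead fluorescence after subtracting the streptavidin-only scavenger bead signal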
OXTR ag – human OXTR agonists, primary screen, fluorescence, CHO-OTR cells, Fluo-8 calcium; Oxytocin receptor (Homo sapiens), P30559; Fluo-8 calcium fluorescence; normalized: DMSO 0%, oxytocin 100%; activation, % at 3 µM; 0.32% of 320,000 active;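 active = activation above the mean of all tested compounds plus 3 SD, cutoff set per screening run, cut at about 20% in these data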;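 note: peak over basal fluorescence ratio from a 100 s FLIPR kinetic read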
PHOSPHO1 block – PubChem AID 1565 | Phosphoethanolamine/phosphocholine phosphatase (Homo sapiens), Q8TCT1 | inhibition, % at 13.3 µM | 1.1% of 290,000 active | recombinant PHOSPHO1, absorbance phosphatase assay; in the data active = inhibition above about 60%
Target sequence (Q8TCT1 whole entry, looked up): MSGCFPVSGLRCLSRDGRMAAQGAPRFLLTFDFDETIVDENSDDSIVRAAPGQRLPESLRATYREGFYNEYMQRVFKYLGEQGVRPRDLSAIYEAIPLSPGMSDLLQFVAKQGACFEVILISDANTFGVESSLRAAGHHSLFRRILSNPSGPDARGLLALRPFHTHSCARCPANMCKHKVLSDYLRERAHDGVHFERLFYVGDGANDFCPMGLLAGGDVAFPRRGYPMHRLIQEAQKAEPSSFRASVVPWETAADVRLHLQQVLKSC
MEKK2 WT-MEK5 – modulators of MEK5 binding to wildtype MEKK2, primary screen, biochemical, multiplex bead flow cytometry, Alexa488-MEK5; 1.1% of 290,000 active; Alexa488-MEK5 binding to MEKK2 WT; actives lie on both sides; binding response (% of control), % at 10 µM; Mitogen-activated protein kinase kinase kinase 2 (Homo sapiens), Q9Y2U5; in the data active = binding response below about 67% or above about 130%
V1aR counter – agonists of human V1a receptor, primary screen, counter-screen for OXTR agonist project, fluorescence, CHO-V1R cells | activation, % at 3 µM | AID 2797, 2010 | 0.25% of 320,000 active | Fluo-8 calcium fluorescence, agonist mode; 0% DMSO, 100% 3 nM vasopressin | Vasopressin V1a receptor (Homo sapiens), P37288;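 active = activation above the mean activation of all tested compounds plus 3 SD, per screening run, cut at about 20% in these data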;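 note: signal is peak over basal fluorescence ratio across a 100 second FLIPR read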
NALP1 yeast inh – NALP1 inflammasome inhibitors in reconstituted yeast, colorimetric, S. cerevisiae, triplicate retest. S. cerevisiae NALP1/ASC/caspase-1 growth, X-gal OD620, 72 h. inhibition, % at 10 µM. 0.61% of 280,000 active. AID 2071, 2009; in the data active = inhibition mostly above about 24%, no sharp cut-off; inactive = mostly below about 32%; note: some compounds called inactive have numbers as strong as hits
MEKK2 mut-MEK5 – MEK5 binding signal on mutant MEKK2 PB1, primary screen, biochemical, multiplex bead flow cytometry, Alexa488-MEK5. Alexa488-MEK5 binding to MEKK2 mutant. percent response, % at 10 µM. 0.35% of 290,000 active. AID 1530, 2009; in the data active = percent response above about 24%, passing the limit was not always enough; note: inactives centre near 1; some results filed as inactive read as strong as hits; reference of the scale not given here
Active calls of the source: *; . = not tested or not shown.

SMILES | GalR3 antagonist | GPR7 antag | MEKK3 PB1 HTS | OXTR ag | PHOSPHO1 block | MEKK2 WT-MEK5 | V1aR counter | NALP1 yeast inh | MEKK2 mut-MEK5
Cc1ccc(Oc2nnc(-c3cccs3)c3ccccc23)cc1 | -3 | -6 | 101 | -0.8 | -10 | 97 | -0.1 | 15 | -2
O=C1CNC(=O)N1CC(O)Cn1c2ccccc2c2ccccc21 (configuration not stated) | -5 | 0 | 101 | 1.7 | 44 | 99 | -0.2 | 8 | 0
COc1cccc(C(=O)N2CCN(Cc3ccccn3)CC2)c1 | -10 | 6 | 100 | 0.1 | 44 | 99 | 1.4 | -5 | 1
COc1ccc(OC)c(N(CC(=O)O)S(=O)(=O)c2ccc(OC)c(OC)c2)c1 | -1 | -12 | 87 | 0.5 | 20 | 82 | 1.0 | 0 | -3
Cc1ccc(S(=O)(=O)N2CCC(c3nc4c(nnn4Cc4ccccc4)c(=O)[nH]3)CC2)cc1 | -7 | -1 | 92 | -1.0 | 32 | 93 | 0.7 | 11 | -4
CC1=CCC2C(=O)N(c3ccc(C(=O)N4CCCCCC4)cc3)C(=O)C2C1 (configuration not stated) | 4 | 2 | 99 | 2.0 | 3 | 100 | 3.1 | 2 | 14
Cc1ccc(-n2nc3c(c2NC(=O)c2ccccc2)CS(=O)(=O)C3)cc1C | -7 | 8 | 102 | -1.3 | 4 | 103 | 0.4 | 1 | 6
COc1cc(NC(=S)NC(C)=O)ccc1NC(=O)C(C)C | 4 | 0 | 104 | 0.0 | 10 | 104 | 8.2 | 12 | 6
CSc1ccc(CN2C(=O)NC3(CCCCCCC3)C2=O)cc1 | -3 | 10 | 101 | -1.8 | -12 | 97 | -1.2 | -6 | -2
CCNc1nc(NCC)n2c(SCC(=O)c3ccccc3Cl)nnc2n1 | -4 | -1 | 95 | -1.5 | -23 | 95 | -0.7 | 13 | -2
N#Cc1cccc(Cn2cc(C(F)(F)F)ccc2=O)c1 | -3 | 2 | 95 | 0.0 | 8 | 94 | 0.1 | 18 | -9
Cc1nc(C(=O)N2CCC(n3nccc3NC(=O)Nc3ccccc3Cl)CC2)cs1 | -8 | 7 | 103 | 1.4 | 48 | 102 | -0.1 | 23 | 0

Two successive entries already listed, quoted:
SMILES | GalR3 antagonist | GPR7 antag | MEKK3 PB1 HTS | OXTR ag | PHOSPHO1 block | MEKK2 WT-MEK5 | V1aR counter | NALP1 yeast inh | MEKK2 mut-MEK5
Cc1ccc(Oc2nnc(-c3cccs3)c3ccccc23)cc1 | -3 | -6 | 101 | -0.8 | -10 | 97 | -0.1 | 15 | -2
O=C1CNC(=O)N1CC(O)Cn1c2ccccc2c2ccccc21 (configuration not stated) | -5 | 0 | 101 | 1.7 | 44 | 99 | -0.2 | 8 | 0

(next part)
SMILES | GalR3 antagonist | GPR7 antag | MEKK3 PB1 HTS | OXTR ag | PHOSPHO1 block | MEKK2 WT-MEK5 | V1aR counter | NALP1 yeast inh | MEKK2 mut-MEK5
CC(=O)c1ccc(NC(=S)NC(C)c2ccc(Cl)cc2Cl)cc1 (configuration not stated) | 1 | 44* | 110 | 25* | 13 | 114 | 24* | 8 | 0
O=C(c1ccncc1)N1CCCC(N2CCN(c3cccc(C(F)(F)F)c3)CC2)C1 (configuration not stated) | 0 | -12 | 106 | -0.8 | 58 | 111 | 1.6 | 23 | 9
CC(C)CNC(=S)N1CCC(C(=O)c2ccc(F)cc2)CC1 | -2 | 7 | 104 | 4.0 | . | 104 | 6.0 | -58 | 0
CCc1ccc2[nH]c3nc(N/N=C/c4cccc(O)c4)nnc3c2c1 | 1 | -5 | 100 | 0.9 | 14 | 104 | 0.9 | 4 | 7
COc1ccc(NS(=O)(=O)c2cc3c4c(c2)C(C)C(=O)N4CCC3)cc1 (configuration not stated) | -6 | -1 | 104 | -0.7 | 41 | 104 | -0.7 | 16 | 6
CN(C)Cc1c(O)ccc2c(=O)c(-c3ccc(Cl)cc3)coc12 | -8 | -11 | 110 | -1.1 | -11 | 116 | -0.5 | 5 | 3
CCOC(=O)N1CCN(C(=O)CCSc2ccc(Cl)cc2)CC1 | -5 | -2 | 105 | 2.7 | -9 | 102 | 3.8 | 3 | -3
CCOC(=O)/C(C(=O)Nc1ccccc1Cl)=C1/NC(C)(C)Cc2ccccc21 | -5 | -6 | 103 | -1.0 | 21 | 95 | -1.0 | 37 | -3
NC(=O)CC[C@@H]1NC(=O)[C@H](Cc2ccccc2)NC(=O)[C@H](Cc2ccc(O)cc2)NC(=O)[C@@H](N)CSSC[C@@H](C(=O)N2CCC[C@H]2C(=O)N[C@@H](CCCN=C(N)N)C(=O)NCC(N)=O)NC(=O)[C@H](CC(N)=O)NC1=O | . | -6 | 100 | . | -9 | 102 | . | 28 | 0
O=C(Nc1nnc(-c2ccc(F)cc2)o1)c1ccc(S(=O)(=O)N2CCOCC2)cc1 | . | -10 | 106 | -0.2 | 19 | 107 | -0.2 | 5 | 6
NS(=O)(=O)c1ccc(NC(=S)NCc2ccccc2Cl)cc1 | 0 | 2 | 96 | -0.8 | 21 | 98 | 0.0 | 32 | 1
COc1ccc(OCCCC(=O)Nc2nnc(C3CCCO3)s2)cc1 (configuration not stated) | -6 | -1 | 97 | -1.1 | -23 | 98 | -0.9 | 15 | 0
COc1ccc(NC(=S)NC2CC3CCC2C3)c(OC)c1 (configuration not stated) | -3 | -3 | 105 | -1.3 | 35 | 105 | -0.2 | -2 | 5
Cc1cccc(NC(=O)CS(=O)(=O)c2cn(CC(=O)N3CCOCC3)c3ccccc23)c1 | -5 | -28 | 103 | 0.3 | -11 | 102 | 0.2 | 2 | 6
Cc1ccccc1OCC(=O)N/N=C1\SCC(=O)N1Cc1ccccc1 | -1 | -7 | 106 | -0.8 | 30 | 107 | 1.1 | 34 | 5
COc1ccc(NC(=O)c2sc3nc(C)nc(N4CCN(c5ccccn5)CC4)c3c2C)c(OC)c1 | 1 | -18 | 99 | -0.3 | -8 | 97 | 1.0 | -11 | -4
CCc1c(C)sc(NC(=O)c2ccco2)c1C#N | 1 | -8 | 101 | . | . | 99 | . | 31 | 1
O=C(CSc1nnc(-c2n[nH]c3ccccc23)n1-c1ccccc1)Nc1ccccc1Cl | -7 | -17 | 93 | -2.6 | -4 | 91 | 0.8 | 19 | -2
Cc1c(Cl)cccc1NC(=S)Nn1cnnc1 | -6 | -6 | 102 | 1.6 | 8 | 96 | 1.2 | -10 | 0
COc1ccccc1NC(=O)N1CCCC1C(=O)Nc1ccc(NC(C)=O)cc1 (configuration not stated) | -2 | -7 | 81 | 0.6 | 19 | 81 | -0.4 | 4 | -5
O=C(Nc1ccc(Cl)cc1)NC1CCCC1Cc1ccco1 (configuration not stated) | . | 8 | 109 | 1.2 | 20 | 116 | 3.1 | 5 | 5
COc1cc(/C=C(\C#N)C(=O)N2CCCCC2)ccc1O | -10 | 2 | 101 | -0.3 | -21 | 106 | 0.5 | 7 | 5
CN(C)CC(C)(C)CNS(=O)(=O)CC12CCC(CC1=O)C2(C)C (configuration not stated) | -4 | -5 | 101 | 1.1 | 8 | 101 | 0.1 | -10 | 3
CCC(Sc1nc2n[nH]c(C)c2c(=N)n1-c1cc(Cl)ccc1C)C(=O)N1CCOCC1 (configuration not stated) | 3 | -1 | 100 | 0.0 | -11 | 99 | 0.3 | -2 | -5
Cc1ccc(C(=O)N2CCC(C)CC2)cc1S(=O)(=O)N1CCCCC1 | -4 | 15 | 100 | 0.8 | 29 | 105 | 2.5 | 7 | 4
COc1ccccc1-n1c(=O)[nH]c2c(C(N)=O)nc(C3CCCCC3)nc21 | 0 | -22 | 109 | -0.8 | -9 | 108 | 0.8 | -3 | 2
CC(=O)N(CC(C)(C)CC=C(C)C)c1ccccc1 | . | -6 | 105 | -2.7 | -21 | 112 | -0.5 | 11 | 5
N#CC1=C(N)Oc2c(oc(CO)cc2=O)C1c1cccs1 (configuration not stated) | 10 | -14 | 100 | 0.0 | 12 | 105 | 2.9 | -1 | 1
CCc1ccc2c(c1)C(=O)C(=O)N2CCS(=O)(=O)c1ccccc1 | -4 | 21 | 101 | -0.7 | 40 | 99 | -0.1 | 4 | -1
COC(=O)c1cc(-c2c(C)oc3cc(O)ccc3c2=O)c(C)o1 | 1 | -12 | 101 | 1.4 | -1 | 114 | 0.5 | -6 | 10
O=C(c1ccc2c(c1)OCO2)N1CCC2(CC1)Oc1ccc(F)cc1C(=O)C21CC(c2ccc(Cl)cc2)=NO1 (configuration not stated) | -2 | . | 104 | -0.3 | 18 | 96 | 0.1 | -2 | 3
Cc1ccc(C(=O)N/C(=C/c2cccnc2)C(=O)O)cc1 | -1 | 4 | 95 | 1.4 | 3 | 100 | 0.5 | 14 | -2
CC(=O)c1ccc(OCc2cc(C(=O)N3CC4C[C@@H]5CC3C[C@H](C4)C5)no2)cc1 | -3 | -9 | 106 | 7.5 | 29 | 110 | 9.8 | 2 | 18
CS(=O)(=O)N(CC(=O)Nc1ccc2c(c1)OCO2)c1ccc2c(c1)OCO2 | 5 | 0 | 101 | 0.1 | -9 | 98 | 0.1 | -2 | 0
Cc1ccc(C)c(N2CCN(S(=O)(=O)c3ccc4c(c3)NC(=O)CS4)CC2)c1 | -9 | -6 | 97 | -0.7 | 48 | 88 | 0.2 | 11 | -8
NC(=O)c1nsc(C(=O)N(CC(=O)NCc2ccc3c(c2)OCO3)C2CCCCC2)c1N | -2 | 10 | 98 | -0.8 | -28 | 97 | 1.1 | 21 | -1
O=C(NNC(=O)C1[C@H]2CCCC[C@@H]12)NC1CCCCC1 (some centres not stated) | -1 | -8 | 107 | 0.4 | -4 | 108 | 1.2 | . | -1
Cc1c(Br)c([N+](=O)[O-])nn1CC(=O)c1ccccc1 | -5 | 1 | 121 | -0.4 | -5 | 105 | -0.5 | -3 | -1
O=C(CN1CCN(S(=O)(=O)N2CCOCC2)CC1)Nc1cc(Cl)ccc1Cl | -5 | -8 | 99 | 6.3 | 42 | 95 | 6.4 | -7 | -5
COc1ccc(S(=O)(=O)NNC(=O)c2csc(-n3nc(C)cc3C(F)(F)F)n2)cc1OC | -3 | -1 | 105 | 0.7 | 1 | 108 | 0.6 | -20 | 7
CCOc1cc(/C=N/NC(=O)c2cc3c(ccc4ccccc43)o2)ccc1O | -2 | -25 | 101 | . | 12 | 101 | . | -4 | 1
Cc1cc(O)c(C(=O)/C=C/c2cccc([N+](=O)[O-])c2)c(=O)o1 | -1 | -2 | 101 | -3.0 | 22 | 100 | -0.5 | . | 1
C=CCOc1ccc(NC(=O)C(=O)NCCCn2ccnc2)cc1 | -4 | 9 | 94 | -1.0 | 17 | 100 | -1.1 | 5 | -6
CN1CCN(C(=O)c2sc(=S)n(-c3ccccc3)c2N)CC1 | -3 | -11 | 99 | 1.8 | 31 | 98 | -0.7 | -26 | -1
Cc1ccc(-n2ncc(C#N)c2/N=C/N2CCCCCC2)cc1 | -4 | -2 | . | 1.1 | -12 | . | -0.6 | -1 | .
Clc1ccccc1-c1nc2ccccc2[nH]1 | -5 | 3 | 103 | -0.9 | . | 98 | -0.1 | 29 | 1
CCCOC(=O)c1ccc(NC(=O)c2ccccc2[N+](=O)[O-])cc1 | -2 | 5 | 91 | 0.9 | 8 | 91 | 3.2 | 16 | -14

Compound activity from PubChem.

This is a random part of the collection; about 5.4% have a hit in one of these screens.
